Bcl-B TR3 displacers – displacers of TR3 peptide from Bcl-B, primary screen, selectivity assay for Bfl-1 inhibitor project, biochemical, fluorescence polarization; displacement, % at 20 µM; hits with a dose series show IC50 in µM; hit rate 0.11% among 96,000; FP displacement of FITC-TR3 peptide from Bcl-B; higher % means a stronger effect;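 active = displacement above 50% at 20 µM plus a fluorescence interference ratio under 1.5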;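 note: plate controls were wells without compound for no effect and wells lacking Bcl-B protein for full effect; a part of the inactive calls stands beside numbers as strong as those of hits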
IL1B NFkB pot – enhances IL-1B driven NFkB nuclear translocation; HUVEC IL-1B NFkB p65 nuclear translocation imaging; activation, % at 2 µM; hit rate 0.3% among 94,000; AID 819;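 active = activation above 40%, about the mean plus 3 SD, also judged a hit on visual image review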;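 note: percent activation is computed from the nuclear over cytoplasmic p65 intensity ratio; values of inactives mirror those of a sister screen read the other way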
MRP resist rev – MRP-mediated drug resistance reversal; H69AR cells + 2 uM doxorubicin, CellTiter-Glo, 72 h; differential viability (reversal), % at 10 µM; hit rate 0.04% among 85,000;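 active = viability drop by adding the cancer drug above about 55%, with treated viability meeting a 40% cutoff, limit read from the data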;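 note: viability without doxorubicin minus viability with 2 µM doxorubicin for each compound; larger differential means the compound sensitizes cells more to doxorubicin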
PLAP inhibitors HTS – PLAP enzyme inhibitors, biochemical, luminescence, HTS (AID 690); purified PLAP, luminescent substrate; higher % means a stronger effect; inhibition, % at 20 µM; hits with a dose series show IC50 in µM; hit rate 0.08% among 96,000; in the data active = a potency from the dose series; inactive = the rest, 99 in 100 with inhibition below about 30%; note: strong numbers were not always called active
IL1B NFkB inh – blocks IL-1B driven NFkB nuclear translocation in HUVEC cells. inhibition, % at 2 µM. HUVEC IL-1B NFkB p65 nuclear translocation imaging. hit rate 0.43% among 94,000;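 active = inhibition above about 30% together with a positive call from visual inspection of the well image, limit read from the data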;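 note: nuclear over cytoplasmic p65 intensity ratio measured by imaging; 0% = IL-1B stimulated DMSO wells and 100% = unstimulated DMSO wells; values of inactives mirror those of a sister screen read the other way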
MRP resist rev cytotoxicity – also measured in MRP resist rev; calls as there; viability, %; H69AR cells, CellTiter-Glo, 72 h; measured here: cytotoxicity without doxorubicin
MRP resist rev with doxorubicin – second read-out of MRP resist rev, no call of its own (marks repeat the call); viability, %; measured here: viability with 2 uM doxorubicin; stronger effect = lower value
IL1B NFkB inh cell count 2 µM – further read-out of IL1B NFkB inh, marked with its call; cell count; measured here: cells passing quality filter;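 raw number of nuclei counted in each imaged well without normalization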
IL1B NFkB pot cell count 2 µM – second read-out of IL1B NFkB pot, no call of its own (marks repeat the call); cell count; measured here: cells passing quality filter
The depositor's hits bear a star. Only part of the results is shown; rates above refer to the full screens.

For CCn1c(-c2ccc(C)cc2)n[nH]c1=S the results were Bcl-B TR3 displacers -10%, IL1B NFkB pot 9, MRP resist rev 12, PLAP inhibitors HTS 34%, IL1B NFkB inh -9, MRP resist rev cytotoxicity 103, MRP resist rev with doxorubicin 91, IL1B NFkB inh cell count 2 µM 152 and IL1B NFkB pot cell count 2 µM 152.
Cn1cccc1/C=C1\CC(C(C)(C)C)C/C(=C\c2cccn2C)C1=O (stereo not given) was read as Bcl-B TR3 displacers -106%, IL1B NFkB pot 10, MRP resist rev 11, PLAP inhibitors HTS -10%, IL1B NFkB inh -10, MRP resist rev cytotoxicity 102, MRP resist rev with doxorubicin 91, IL1B NFkB inh cell count 2 µM 206 and IL1B NFkB pot cell count 2 µM 206.
Screening COc1ccc(-c2nc(SCc3ccccc3)n(C(=O)c3ccco3)n2)cc1 returned Bcl-B TR3 displacers -1%, IL1B NFkB pot -13, PLAP inhibitors HTS 14%, IL1B NFkB inh 13, IL1B NFkB inh cell count 2 µM 120 and IL1B NFkB pot cell count 2 µM 120.
For CCn1c(SCC(=O)N/N=C/C=C\c2ccccc2[N+](=O)[O-])nnc1-c1ccccc1 the results were Bcl-B TR3 displacers 8%, IL1B NFkB pot 7, PLAP inhibitors HTS -24%, IL1B NFkB inh -7, IL1B NFkB inh cell count 2 µM 129 and IL1B NFkB pot cell count 2 µM 129.
`COc1cc(C(=O)Nc2ccc(O)cc2C(=O)O)ccc1OC(C)=O` gave Bcl-B TR3 displacers 1%, IL1B NFkB pot 4, PLAP inhibitors HTS 2%, IL1B NFkB inh -4, IL1B NFkB inh cell count 2 µM 99 and IL1B NFkB pot cell count 2 µM 99.
For O=C(Nc1ccsc1C(=O)N1CCCCCC1)c1ccccc1 the results were Bcl-B TR3 displacers 3%, IL1B NFkB pot 8, PLAP inhibitors HTS 32%, IL1B NFkB inh -8, IL1B NFkB inh cell count 2 µM 125 and IL1B NFkB pot cell count 2 µM 125.
For Cc1ccc(C(=O)Nc2ccc(CC(=O)O)cc2)o1 the results were Bcl-B TR3 displacers 8%, IL1B NFkB pot 5, MRP resist rev 0, PLAP inhibitors HTS -3%, IL1B NFkB inh -5, MRP resist rev cytotoxicity 104, MRP resist rev with doxorubicin 103, IL1B NFkB inh cell count 2 µM 198 and IL1B NFkB pot cell count 2 µM 198.
`CCOC(=O)N1CCN(CC(O)COCC2=CCC3CC2C3(C)C)CC1` (stereo not given) gave Bcl-B TR3 displacers 1% and PLAP inhibitors HTS -43%.
COC(CNC(=O)CCc1c(C)nc2c(-c3ccc(F)cc3)c(C)nn2c1C)OC was read as Bcl-B TR3 displacers -11%, IL1B NFkB pot -13, MRP resist rev -5, PLAP inhibitors HTS -80%, IL1B NFkB inh 13, MRP resist rev cytotoxicity 104, MRP resist rev with doxorubicin 110, IL1B NFkB inh cell count 2 µM 176 and IL1B NFkB pot cell count 2 µM 176.
Screening NC(=O)Cc1c[nH]c2cccc(O)c12 returned Bcl-B TR3 displacers -9%, MRP resist rev -15, PLAP inhibitors HTS -14%, MRP resist rev cytotoxicity 85 and MRP resist rev with doxorubicin 100.
For O=C(CS(=O)(=O)c1cn(Cc2cccc(F)c2)c2ccccc12)N1CCCCC1 the results were IL1B NFkB pot 1, IL1B NFkB inh -1, IL1B NFkB inh cell count 2 µM 172 and IL1B NFkB pot cell count 2 µM 172.
`CC1(C)N=C2C(=[N+]1[O-])CCC/C2=N\O` gave Bcl-B TR3 displacers 2%, IL1B NFkB pot -3, MRP resist rev -6, PLAP inhibitors HTS 7%, IL1B NFkB inh 3, MRP resist rev cytotoxicity 102, MRP resist rev with doxorubicin 108, IL1B NFkB inh cell count 2 µM 71 and IL1B NFkB pot cell count 2 µM 71.
Screening O=C(N/N=C/c1ccccc1F)c1csc2c1CCCC2 returned Bcl-B TR3 displacers -10%, IL1B NFkB pot 2, PLAP inhibitors HTS 10%, IL1B NFkB inh -2, IL1B NFkB inh cell count 2 µM 168 and IL1B NFkB pot cell count 2 µM 168.
CCCCC(=O)Nc1ccc(C(=O)Nc2cccnc2)cc1 was read as Bcl-B TR3 displacers 6%, IL1B NFkB pot 16, MRP resist rev 12, PLAP inhibitors HTS 16%, IL1B NFkB inh -16, MRP resist rev cytotoxicity 81, MRP resist rev with doxorubicin 69, IL1B NFkB inh cell count 2 µM 90 and IL1B NFkB pot cell count 2 µM 90.
Cc1cccc(N2CCN(C(=O)c3cc4c(=O)[nH]c5ccccc5c4n3C)CC2)c1C was read as IL1B NFkB pot 8, MRP resist rev -2, IL1B NFkB inh -8, MRP resist rev cytotoxicity 36, MRP resist rev with doxorubicin 38, IL1B NFkB inh cell count 2 µM 154 and IL1B NFkB pot cell count 2 µM 154.
`COC(=O)Cc1c(C)nc2nc(-c3ccc(OC)cc3)[nH]n2c1=O` gave Bcl-B TR3 displacers -6%, IL1B NFkB pot 5, MRP resist rev 1, PLAP inhibitors HTS -9%, IL1B NFkB inh -5, MRP resist rev cytotoxicity 91, MRP resist rev with doxorubicin 90, IL1B NFkB inh cell count 2 µM 120 and IL1B NFkB pot cell count 2 µM 120.
Screening CC(C)=CC(=O)OCC(=O)Nc1ccc(F)cc1Cl returned Bcl-B TR3 displacers 3%, IL1B NFkB pot 2, MRP resist rev 10, PLAP inhibitors HTS 16%, IL1B NFkB inh -2, MRP resist rev cytotoxicity 104, MRP resist rev with doxorubicin 94, IL1B NFkB inh cell count 2 µM 173 and IL1B NFkB pot cell count 2 µM 173.
`CCCC(NC(=O)CNC(=O)C(C)(C)C)C(=O)O` (stereo not given) gave Bcl-B TR3 displacers 2%, IL1B NFkB pot 4, MRP resist rev 2, PLAP inhibitors HTS -17%, IL1B NFkB inh -4, MRP resist rev cytotoxicity 101, MRP resist rev with doxorubicin 99, IL1B NFkB inh cell count 2 µM 92 and IL1B NFkB pot cell count 2 µM 92.
For c1coc(CNc2c3c(nc4ncnn24)CCCC3)c1 the results were Bcl-B TR3 displacers 7%, MRP resist rev 1, PLAP inhibitors HTS 22%, MRP resist rev cytotoxicity 85 and MRP resist rev with doxorubicin 84.
Screening O=C(CN1CCN(Cc2cccc(Cl)c2)C1=O)NCc1ccccn1 returned Bcl-B TR3 displacers -7%, IL1B NFkB pot 2, MRP resist rev 3, PLAP inhibitors HTS -16%, IL1B NFkB inh -2, MRP resist rev cytotoxicity 95, MRP resist rev with doxorubicin 92, IL1B NFkB inh cell count 2 µM 164 and IL1B NFkB pot cell count 2 µM 164.
Cc1ccc2c(c1)N(CC(=O)N1CCc3ccccc3C1)C(=O)CO2 was read as Bcl-B TR3 displacers -7%, IL1B NFkB pot 4, MRP resist rev 9, PLAP inhibitors HTS 6%, IL1B NFkB inh -4, MRP resist rev cytotoxicity 97, MRP resist rev with doxorubicin 88, IL1B NFkB inh cell count 2 µM 133 and IL1B NFkB pot cell count 2 µM 133.
`O=C(NC(NC(=S)Nc1cccc(Cl)c1)C(Cl)(Cl)Cl)OCc1ccccc1` (stereo not given) gave Bcl-B TR3 displacers -6%, IL1B NFkB pot 0, PLAP inhibitors HTS 8%, IL1B NFkB inh 0, IL1B NFkB inh cell count 2 µM 92 and IL1B NFkB pot cell count 2 µM 92.
Screening O=C1C2CC=C(Cl)CC2C(=O)N1CCc1ccccc1 (stereo not given) returned Bcl-B TR3 displacers 36%, IL1B NFkB pot 20, PLAP inhibitors HTS 11%, IL1B NFkB inh -20, IL1B NFkB inh cell count 2 µM 182 and IL1B NFkB pot cell count 2 µM 182.
`CCOC(=O)C1=C(N)N2C(=O)C(C)SC2=C(C(=O)OCC)C1c1ccccc1` (stereo not given) gave IL1B NFkB pot 6, MRP resist rev -3, IL1B NFkB inh -6, MRP resist rev cytotoxicity 89, MRP resist rev with doxorubicin 92, IL1B NFkB inh cell count 2 µM 168 and IL1B NFkB pot cell count 2 µM 168.
Screening Nc1nnc(CSCc2ccc(F)cc2)s1 returned Bcl-B TR3 displacers -2%, MRP resist rev 5, PLAP inhibitors HTS 13%, MRP resist rev cytotoxicity 110 and MRP resist rev with doxorubicin 105.
`CCCN1CCCc2cc(CN(CCCN3CCOCC3)C(=O)Nc3ccc(OCC)cc3)ccc21` gave Bcl-B TR3 displacers 1%, IL1B NFkB pot 20, MRP resist rev -4, PLAP inhibitors HTS -71%, IL1B NFkB inh -20, MRP resist rev cytotoxicity 72, MRP resist rev with doxorubicin 76, IL1B NFkB inh cell count 2 µM 134 and IL1B NFkB pot cell count 2 µM 134.
For Cc1[nH]c(=O)cc2ccccc12 the results were Bcl-B TR3 displacers -8%, IL1B NFkB pot 18, MRP resist rev 7, PLAP inhibitors HTS -2%, IL1B NFkB inh -18, MRP resist rev cytotoxicity 96, MRP resist rev with doxorubicin 89, IL1B NFkB inh cell count 2 µM 121 and IL1B NFkB pot cell count 2 µM 121.
COc1ccc(N(Cc2cc3cccc(C)c3[nH]c2=O)S(C)(=O)=O)cc1 was read as Bcl-B TR3 displacers 11%, IL1B NFkB pot 16, MRP resist rev 7, PLAP inhibitors HTS 1%, IL1B NFkB inh -16, MRP resist rev cytotoxicity 89, MRP resist rev with doxorubicin 82, IL1B NFkB inh cell count 2 µM 158 and IL1B NFkB pot cell count 2 µM 158.
Screening CN(C)c1cccc(C(=O)OCC(=O)NCc2ccco2)c1 returned IL1B NFkB pot 3, MRP resist rev 3, IL1B NFkB inh -3, MRP resist rev cytotoxicity 99, MRP resist rev with doxorubicin 96, IL1B NFkB inh cell count 2 µM 179 and IL1B NFkB pot cell count 2 µM 179.
CC1CN(Cc2ccccc2)c2nc3c(c(=O)n(C)c(=O)n3C)n2C1 (stereo not given) was read as Bcl-B TR3 displacers -5%, IL1B NFkB pot -2, PLAP inhibitors HTS -19%, IL1B NFkB inh 2, IL1B NFkB inh cell count 2 µM 141 and IL1B NFkB pot cell count 2 µM 141.
`Cc1cnc(NC(=O)C2CCCO2)s1` (stereo not given) gave Bcl-B TR3 displacers 6%, IL1B NFkB pot 3, MRP resist rev 8, PLAP inhibitors HTS 4%, IL1B NFkB inh -3, MRP resist rev cytotoxicity 99, MRP resist rev with doxorubicin 90, IL1B NFkB inh cell count 2 µM 153 and IL1B NFkB pot cell count 2 µM 153.
`CCCC(=O)Nc1nc2nc(C)cc(=O)n2[nH]1` gave Bcl-B TR3 displacers -4%, IL1B NFkB pot -3, MRP resist rev -7, PLAP inhibitors HTS 5%, IL1B NFkB inh 3, MRP resist rev cytotoxicity 84, MRP resist rev with doxorubicin 91, IL1B NFkB inh cell count 2 µM 197 and IL1B NFkB pot cell count 2 µM 197.
Screening Cc1cc(C(=O)OCC(=O)N2CCCC2)c2ccccc2n1 returned Bcl-B TR3 displacers 2%, IL1B NFkB pot -3, MRP resist rev -1, PLAP inhibitors HTS 23%, IL1B NFkB inh 3, MRP resist rev cytotoxicity 75, MRP resist rev with doxorubicin 76, IL1B NFkB inh cell count 2 µM 166 and IL1B NFkB pot cell count 2 µM 166.
`COC(=O)C1CCN(C(=O)c2sc3nc(-c4ccccc4)cn3c2C)CC1` gave Bcl-B TR3 displacers -21%, IL1B NFkB pot 9, MRP resist rev -8, PLAP inhibitors HTS -41%, IL1B NFkB inh -9, MRP resist rev cytotoxicity 75, MRP resist rev with doxorubicin 84, IL1B NFkB inh cell count 2 µM 68 and IL1B NFkB pot cell count 2 µM 68.
NCCCCCc1nnc(SCc2cccc(Cl)c2)o1 was read as Bcl-B TR3 displacers 10%, IL1B NFkB pot 10, MRP resist rev -5, PLAP inhibitors HTS 20%, IL1B NFkB inh -10, MRP resist rev cytotoxicity 81, MRP resist rev with doxorubicin 86, IL1B NFkB inh cell count 2 µM 129 and IL1B NFkB pot cell count 2 µM 129.
`COc1ccc(S(=O)(=O)NCC(c2cccnc2)N2CCN(C)CC2)cc1C` (stereo not given) gave IL1B NFkB pot -2, MRP resist rev -14, IL1B NFkB inh 2, MRP resist rev cytotoxicity 95, MRP resist rev with doxorubicin 109, IL1B NFkB inh cell count 2 µM 43 and IL1B NFkB pot cell count 2 µM 43.
